# FUS suppressor = qHTS for Suppressors of FUS Proteinopathy: Primary screen using FUS-linked yeast assay. S. cerevisiae FUS-expressing, growth rescue, OD600, 24 h. Potency, µM (top dose mostly 76.6 µM), for inactives: at the highest dose growth rescue (activation), actives largely listed as activators. 0.24% of 390,000 active. AID 1347120, 2019;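 further: plate controls were DMSO vehicle for no effect and reference control for full effect; nearly all actives have a fitted effect of over 55% in size; some results filed as inactive show a strong effect at the top dose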
#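 Restored growth of FUS-toxic S. cerevisiae, read as 600 nm absorbance after 24 h at 30C in galactose medium (starting OD 0.005). Controls CP55940 and DMSO.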
# EPAC1 antagonist = qHTS for Antagonist of cAMP-regulated guanine nucleotide exchange factor 3 (EPAC1): primary screen; 0.14% of 360,000 active; EPAC1 GEF assay, Rap1b-BODIPY-GDP exchange fluorescence; Potency, µM (series often up to 115 µM), inactives show top-dose activity change, negative = inhibition, usual class: inhibitors; Rap guanine nucleotide exchange factor 3 (Homo sapiens), O95398; AID 720709, 2013;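 further: plate controls were vehicle for no effect and positive control for full effect; nearly all actives have a fitted effect of over 50% in size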
# PTHR1 agonist = qHTS for PTHR1 Agonists: Primary Screen | AID 743266, 2014 | HEK293 GP2 PTHR1 cells, GloSensor cAMP luminescence, 1 h | 0.075% of 410,000 active | Potency, µM (top dose mostly 115 µM), for inactives: top-dose activation, actives largely listed as activators; further: nearly all actives have a fitted effect of over 55% in size; some results filed as inactive show a strong effect at the top dose; inactives centre near -15; many of its hits are not listed in these tables
#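 HEK-293-derived GP2 cells expressing PTHR1 and a GloSensor cAMP reporter, 3,000/well, plated overnight, given luciferin plus IBMX (each 0.5 mM as added) for 1 h at 37 °C, then compound for 1 h at 37 °C. Luminescence was read after 15 min at room temperature.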
# aSyn rescue = qHTS of alpha-syn Inhibitors; Yeast expressing alpha-synuclein, growth rescue, BacTiter-Glo, 24 h; Potency, µM (doses to about 46.1 µM), inactives show at the top dose growth rescue (activation), usual class: activators; 0.14% of 370,000 active; further: % of control where 0% means no effect; nearly all actives have a fitted effect of over 65% in size
#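 Screening used galactose-induced yeast with toxic alpha-synuclein levels, exposed to compound for 24 hr at 30 deg C. Cell growth, read with BacTiter-Glo luminescence, gave the measured signal.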
# EPAC2 ag = qHTS for Agonist of cAMP-regulated guanine nucleotide exchange factor 4 (EPAC2): primary screen. Rap guanine nucleotide exchange factor 4 (Homo sapiens), Q8WZA2. 0.079% of 360,000 active. AID 720711, 2013. Potency, µM (series often up to 154 µM), inactives show at the highest dose activation, usual class: activators. EPAC2 activation, biochemical qHTS; response scale: 100% = 6.5 mM cAMP response; further: nearly all actives have a fitted effect of over 50% in size
# Target sequence (Q8WZA2 whole entry, looked up): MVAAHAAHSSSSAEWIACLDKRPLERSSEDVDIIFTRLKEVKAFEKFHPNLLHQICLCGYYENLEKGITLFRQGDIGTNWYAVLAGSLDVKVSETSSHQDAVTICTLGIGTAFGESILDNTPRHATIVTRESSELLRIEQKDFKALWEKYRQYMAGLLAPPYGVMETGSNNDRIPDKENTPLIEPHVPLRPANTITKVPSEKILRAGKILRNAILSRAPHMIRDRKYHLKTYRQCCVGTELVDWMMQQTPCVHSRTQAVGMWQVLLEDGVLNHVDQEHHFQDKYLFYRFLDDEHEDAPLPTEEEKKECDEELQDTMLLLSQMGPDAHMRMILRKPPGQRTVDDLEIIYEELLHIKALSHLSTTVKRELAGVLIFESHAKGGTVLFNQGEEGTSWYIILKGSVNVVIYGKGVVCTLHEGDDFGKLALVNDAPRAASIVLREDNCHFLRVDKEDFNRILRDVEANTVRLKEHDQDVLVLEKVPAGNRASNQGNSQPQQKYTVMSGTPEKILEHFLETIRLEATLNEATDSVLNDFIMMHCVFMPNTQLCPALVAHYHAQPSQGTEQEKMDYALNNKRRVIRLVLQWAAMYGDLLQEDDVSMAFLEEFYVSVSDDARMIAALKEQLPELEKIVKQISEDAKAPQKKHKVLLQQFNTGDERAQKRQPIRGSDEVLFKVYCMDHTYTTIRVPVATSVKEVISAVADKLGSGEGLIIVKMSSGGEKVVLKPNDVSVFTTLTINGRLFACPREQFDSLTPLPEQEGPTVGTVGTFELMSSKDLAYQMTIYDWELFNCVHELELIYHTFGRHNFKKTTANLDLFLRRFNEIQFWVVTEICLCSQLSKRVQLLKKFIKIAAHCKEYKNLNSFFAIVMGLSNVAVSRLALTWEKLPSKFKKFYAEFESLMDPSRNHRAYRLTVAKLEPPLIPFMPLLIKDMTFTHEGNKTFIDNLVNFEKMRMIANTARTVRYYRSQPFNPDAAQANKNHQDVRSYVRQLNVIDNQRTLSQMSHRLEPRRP
#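 Compounds were titrated in qHTS against a Rap1B-BODIPY-GDP (250 nM) complex with EPAC2 (100 nM) and GDP (50 uM). BODIPY-GDP release tracked at 480/540 nm over 30 min at room temperature, normalized to 6.5 mM cAMP.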
# TDP-43 yeast inh = qHTS of TDP-43 Inhibitors; TDP-43 expressing yeast growth rescue, BacTiter-Glo, 24 h; Potency, µM (highest dose often 46.1 µM), for inactives: at the highest dose growth rescue (activation), usual class: activators; 1.8% of 410,000 active; further: % of control where 0% means no effect; nearly all actives have a fitted effect of over 50% in size
#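 Growth rescue of TDP-43-toxic yeast measured as ATP luminescence (BacTiter-Glo). Cells grown to mid-log in raffinose, induced in galactose at OD600=0.02, exposed to compound 24 hr at 30 deg C.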
# EPAC2 antagonist = qHTS for Antagonist of cAMP-regulated guanine nucleotide exchange factor 2 (EPAC2): primary screen; Rap guanine nucleotide exchange factor 4 (Homo sapiens), Q8WZA2; EPAC2 GEF exchange of Rap1B-BODIPY-GDP, fluorescence; Potency, µM (highest dose often 114 µM), for the others: at the highest dose activity, negative = inhibition, actives largely listed as inhibitors; 0.18% of 360,000 active; further: on the % scale 0 is the no-effect control and ±100 the full control effect; nearly all actives have a fitted effect of over 45% in size; many of its hits are not listed in these tables
# EPAC1 ag = qHTS for Agonist of cAMP-regulated guanine nucleotide exchange factor 3 (EPAC1): primary screen | Rap guanine nucleotide exchange factor 3 (Homo sapiens), O95398 | EPAC1 agonist qHTS, biochemical assay; response scale: 100% = response to 6.5 mM cAMP | Potency, µM (titrated, usually from 154 µM), for inactives: at the top dose activation, hits mostly activators | 0.073% of 360,000 active; further: nearly all actives have a fitted effect of over 60% in size
#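 Multi-concentration qHTS readout: loss of Rap1B-bound BODIPY-GDP fluorescence driven by 100 nM EPAC1 with excess GDP (50 uM), monitored kinetically at room temperature; agonist response expressed relative to 6.5 mM cAMP.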
# Numbers without * were called inactive; i = inactive; ? = inconclusive; · = no result given; & = joins results of further samples; [ ] = dose if it differs, or a comment. The call rests on the fitted dose curve; in most records, active means well fitted curve in the direction sought with a large enough effect; inconclusive means small, poorly fitted or top-dose-only effect, or another doubt; inactive means no such curve, though single readings can be large; an effect the other way counts as inactive or inconclusive. Potency means the concentration at half of the fitted maximal effect.
# Order of values – FUS suppressor | EPAC1 antagonist | PTHR1 agonist | aSyn rescue | EPAC2 ag | TDP-43 yeast inh | EPAC2 antagonist | EPAC1 ag
COc1cccc(Nc2ccccc2C(=O)O)c1
    12% | ? | 0% | 1% | 2% | 11% | -2% | 8%
O=C(CNS(=O)(=O)c1ccc(Br)s1)NC1CCCc2ccccc21 (stereo not drawn)
    7% | 0% | -30% | 10% | 12% | 12% | -4% | -4%
COCCCn1c(SCC(=O)NCc2ccco2)nc2sc3c(c2c1=O)CCC3
    35% | -16% | -5%[57.5 µM] | 7% | 0% | 3% | 3% | 4%
Cc1noc(C)c1NC(=O)N(C)C[C@H]1Oc2ccc(NS(=O)(=O)c3cccs3)cc2C(=O)N([C@H](C)CO)C[C@@H]1C
    -13% | -4% | -3% | -5% | -8% | -6% | -10% | -9%
Nc1c(C(=O)NC2CCCC2)c2nc3ccccc3nc2n1/N=C/c1ccco1
    10% | -7% | i | -14% | -2% | 0% | 0% | 9%
CCN1CCN(C(=O)/C=C/c2ccc3c(c2)OCO3)CC1
    2% | -19% | -11% | -1% | 10% | -10% | 11% | 7%
O=C(O)CN1C(=O)/C(=C\c2cc(Br)ccc2OCc2ccc(Cl)cc2Cl)SC1=S
    9% | -13% | -47%[inhibitor] | 0% | -12% | -15% | -23% | -6%
C=C(C)[C@@H]1CC=C(CN2CCC(N3CCC(C(=O)N4CCCC4)CC3)CC2)CC1
    13% | 0% | -23% | -1% | 16% | 5%[9.22 µM] | 0% | -3%
CC(=O)c1cccc(NC(=O)C2CCN(c3nnc(-n4cccc4)s3)CC2)c1
    23% | · | -25% | 2% | · | 4% | · | ·
Cc1nn(CCC#N)c(NC(=O)c2ccccc2)c1P(=O)(Nc1ccc(Br)cc1)N1CCOCC1 (stereo not drawn)
    23% | -10% | i | -8% | 5% | -13%[0.397 µM] | -5% | -6%
O=C(NCc1ccco1)C1Cc2ccccc2CN1C(=O)c1ccco1 (stereo not drawn)
    28% | -14% | i | 1% | -7% | -34% | 13% | -2%
C=CCNc1nc(-c2cc3ccccc3o2)cs1
    · | -5% | -29% | -1% | 14% | 13µM* | -17% | 10%
NC(=S)c1csc(CCNC(=O)c2ccccc2)n1
    -16% | -8% | -23% | 3% | 2% | 17% | 4% | 5%
COC(=O)C1=C(C)NC(=O)CC1c1cc(Br)ccc1F (stereo not drawn)
    16% | 4% | -9%[57.5 µM] | 6% | 7% | -9% | 23% | -10%
COc1ccc(OCc2cnc(Cl)s2)cc1
    -15% | -12% | -2%[57.5 µM] | -12% | 0% | 18% | 1% | -1%
COc1ccc(CN2CC(C(=O)NCCC3=CCCCC3)CC2=O)cc1 (stereo not drawn)
    11% | 9% | -6%[57.5 µM] | 3% | -5% | -19% | 4% | -5%
COc1cc(NC(=O)C2CCCN(S(=O)(=O)c3ccc4c(c3)CCCC(=O)N4)C2)cc(OC)c1 (stereo not drawn)
    -15% | · | i | -1% | · | 17% | · | ·
Cc1ccc(NC(=O)CCc2ccc(S(=O)(=O)N3CCOCC3)cc2)c(Cl)c1
    4% | -23% | -19% | 2%[1.84 µM] | -1% | 4% | -14% | 7%
CCOc1ccc(NC(=O)C(C)Oc2ccc(C#N)cc2)cc1S(=O)(=O)N1CCCC1 (stereo not drawn)
    31% | -9% | -11% | 1% | 11% | 19% | -8% | -1%
CCc1cccc(C)c1NC(=O)CCCSc1nc2ccccc2s1
    -15% | -3% | -39%[inhibitor] | -12% | 12% | -5% | 4% | 3%
Cc1n[nH]c(C)c1N1C(=O)c2cccc3cc(Br)cc(c23)C1=O
    2% | -15% | -2%[57.5 µM] | -2% | 12% | -6% | 1% | 6%
O=C(CN1C(=O)CSc2ccc(S(=O)(=O)N3CCOCC3)cc21)N1CCCCC1
    9% | 8% | -4% | 1% | 1% | -2% | -1% | 8%
Cc1cccc(NC(=S)N(CCCN2CCOCC2)Cc2ccccn2)c1
    6% | -10% | i | -6% | 9% | 1% | 9% | 16%
CCCCC1(CO)C(=O)N(c2ccccc2)N(c2ccccc2)C1=O
    ? | 16% | 0% | 6% | 0% | -22%[1.82 µM] | 0% | 5%
O=C(Nc1c[nH]c(=O)[nH]c1=O)c1cccc(F)c1
    13% | -8% | i | -5% | 24% | 4% | 4% | 3%
CCN1C(=O)c2cccc3c(N)ccc1c23
    -4% | ? | -58%[inhibitor] | 1% | 5% | 18% | -4% | 10%
Cc1cc(NC(=O)c2ccc3c(c2)OCCO3)ccc1NC(=O)c1cc2ccccc2o1
    3% | -24% | -46%[inhibitor] | -3% | 13% | 11% | -6% | 17%
COc1cc(C)c(C2NC(=O)c3ccccc3N2)cc1C (stereo not drawn)
    · | 5% | -9% | -1% | 1% | ? | 9% | 1%
CC(C)N(C(=O)COC(=O)Cn1cnc2ccccc21)c1ccccc1
    1% | 11% | -4% | -1% | -2% | -14% | 8% | 4%
COc1ccc(/C=C(/NC(=O)c2ccc(C)cc2)C(=O)NCC2CCCO2)cc1 (stereo not drawn)
    3% | -30% | -36% | -2% | 9% | -1% | 0% | -2%

# Results in aSyn rescue and EPAC1 ag (2 entries from above):
smiles	aSyn rescue	EPAC1 ag
Cc1n[nH]c(C)c1N1C(=O)c2cccc3cc(Br)cc(c23)C1=O	-2%	6%
O=C(CN1C(=O)CSc2ccc(S(=O)(=O)N3CCOCC3)cc21)N1CCCCC1	1%	8%

# Next results follow:
# Order of values – FUS suppressor | EPAC1 antagonist | PTHR1 agonist | aSyn rescue | EPAC2 ag | TDP-43 yeast inh | EPAC2 antagonist | EPAC1 ag
O=C(CN1C(=O)NC2(CCOc3ccccc32)C1=O)NCc1ccc(F)cc1 (stereo not drawn)
    6% | 9% | -21% | 1% | 9% | -3% | 0% | 3%
Cc1cccc(C)c1NC(=O)CN1C(=O)NC(C)(C2CC2)C1=O (stereo not drawn)
    · | 1% | -2% | -6% | -1% | 16% | 12% | 8%
Cc1cc2occ(CC(=O)N(C)CC(=O)Nc3ccccc3Br)c2cc1C
    16% | -4% | -41%[inhibitor] | 16% | 7% | ? | -6% | 4%
Cc1ccc(NC(=O)CN(C)C(=O)c2ccc(C(F)(F)F)cc2)cc1
    -18% | -23% | -66%[inhibitor] | -4% | 2% | 0% | 4% | 5%
CCn1c(CNC(=O)c2ccco2)nnc1SCCOc1ccccc1
    7% | 3% | -6% | -7% | 10% | -1% | -2% | 4%
NC(=O)c1c(NC(=O)c2ccc(F)cc2)sc2c1CCC2
    24% | -1% | -22% | -3% | -3% | ? | 5% | -3%
O=S(=O)(c1ccc(OCc2ccc(Br)cc2)cc1)N1CCOCC1
    -18% | 2% | i | 6% | 4% | 18% | -21% | -4%
O=C(NCCCN1CCCC1=O)c1cccs1
    · | 6% | i | 1% | -6% | 0% | 6% | -9%
CC(C)CN(C(=O)COC(=O)COc1ccc2ccccc2c1)c1c(N)n(Cc2ccccc2)c(=O)[nH]c1=O
    14% | -9% | -9% | -1% | -7% | 23% | 21% | -32%[inhibitor]
Cc1ccc(-n2ncc3c(N4CCCC(C)C4)ncnc32)c(C)c1 (stereo not drawn)
    5% | -5% | -27% | 2% | 7% | ? | -15% | -20%
CCCOc1cc(C)c(S(=O)(=O)n2ccc(C)n2)cc1C
    -2% | 2% | i | 2% | 23% | 1% | -15% | 6%
CSc1ccccc1C(=O)Nc1ncn[nH]1
    -19% | -13% | i | 14% | -2% | 9% | -7% | -3%
Clc1ccc(OC2CCN(Cc3nc(CC4CC4)no3)CC2)cc1
    20% | -7% | -23% | -8% | 3% | ? | -16% | 0%
CCOC(=O)c1ccc2ncc(C(=O)OCC)c(NCCCN3CCOCC3)c2c1
    -3% | 0% | i | 0% | 6% | 0% | 2% | 16%
CN1C(C(=O)Nc2ccc(F)cc2F)=CC(c2ccco2)=NS1(=O)=O
    -5%&-15% | -24% | -8%&-15% | 0% | 9% | 2%&13% | -13% | 0%
O=C1S/C(=C/c2ccccc2)C(=O)N1CC(O)Cn1c2ccccc2c2ccccc21 (stereo not drawn)
    13% | -4% | 0% | 6% | 1% | 13% | 6% | -3%
COc1ccc2nc3oc(C(=O)NCc4cccs4)cc3cc2c1
    27% | 12% | ? | 0% | -6% | -1% | -6% | -4%
O=C(Nc1ccc(C(=O)N2CCN(c3ccc(Cl)cc3)CC2)cc1)C1=CSCCO1
    26% | 11% | 4% | 1% | 5% | -12% | 9% | -15%
Cc1ccc(NC(=O)Cc2ccc(Cl)cc2)nc1
    11% | -6% | -11% | 2% | 9% | 12% | 4% | 11%
O=C(COC(=O)Cc1c(F)cccc1Cl)Nc1ccc2[nH]c(=O)[nH]c2c1
    45% | -3% | i | -7% | 9% | -19% | 1% | 9%
CSc1nc2sc3c(c2c2nnnn12)CCCC3
    13% | 4% | -2%[57.5 µM] | -4% | -1% | -11% | 1% | 9%
COCCn1c(=S)[nH]c2cc(C(=O)NC3CCCCC3C)ccc2c1=O (stereo not drawn)
    -52% | -1% | -10% | -1% | 0% | 1% | -1% | 2%
NS(=O)(=O)c1ccc(CCNC(=O)CSc2cccs2)cc1
    14% | -23% | -8% | -1% | 3% | · | 9% | 9%
Cc1cc(C)cc(C(=O)NCCn2cc(SCC(=O)N3CCOCC3)c3ccccc32)c1
    21% | 5% | -22% | 2% | -1% | ? | -6% | -2%
O=C(N/N=C/c1cn(Cc2ccccc2)c2ccccc12)c1cc(O)cc(O)c1
    6% | -17% | i | 1% | 19% | 10% | 3% | 2%
Cc1ccc(N(CC(=O)NCc2ccccc2)C(=O)c2csnn2)c(C)c1
    -6% | -8% | i | 9% | 5% | -26% | 0% | 9%
CCOc1ccc(OCC)c(NC(=O)CCS(=O)(=O)c2ccc(C)cc2)c1
    -7% | 4% | i | 4% | -5% | 4% | -9% | -6%
Cc1ccc(NC(=O)CC2NCCN(Cc3ccccc3)C2=O)cc1 (stereo not drawn)
    -7% | 10% | -8% | -1% | 3% | -15% | 16% | -4%
OCCOCCOc1cccc2[nH]ccc12
    -11% | -21% | 5% | -4% | 3% | -7% | 2% | 6%
CC1CCN(C(=O)c2cc(Cl)nc3ccccc23)CC1
    · | -2% | -14% | 5% | 7% | 12% | -2% | 13%
Cc1ccc(C(=O)NNC(=O)c2cc(OCC(F)(F)F)ccc2OCC(F)(F)F)cc1
    2% | -12% | i | 3% | 8% | 13% | -7% | -1%

# A portion of the library; rates above refer to the full screens.
